# NCOA2 inhibitor – inhibition of GAL4-SRC2 driven luciferase reporter, primary screen, SRC2 inhibitor project, cell-based, luminescence; HEK293 GAL4-SRC2 luciferase reporter; inhibition, % at 9 µM; 370,000 tested, 0.17% active;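 active = inhibition above the mean inhibition of all tested compounds plus 3 SD, set per campaign, cut at about 52% in these data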;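 also: 0% = DMSO treated cells and 100% = cells given Gossypol at 36 µM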
# COUP-TFII inh – NR2F2 transcriptional activity inhibitors, primary screen, cell-based, luciferase reporter, HEK293T, luminescence. COUP transcription factor 2 (Homo sapiens), P24468. HEK293T NGFI-A luciferase reporter. inhibition, % at 8.6 µM. 370,000 tested, 0.7% active;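 active = inhibition above a per-plate cutoff, mean inhibition of test wells between control levels plus 3 SD, cut at about 38% in these data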;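 also: cells cotransfected with COUP-TFII expression vector driving the NGFI-A reporter; 0% = median of COUP-TF2 test wells and 100% = reporter-only cells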
# NOD2 RIPK2 PPI – NOD2-RIPK2 binding disruptors in cells, primary screen, fluorescence, CHO cells, BLA complementation. CCF4 ratio. inhibition, % at 4.98 µM. 360,000 tested, 0.38% active; in the data active = inhibition above about 21%;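 also: 0% = vehicle only and 100% = reference blocker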
# EBV LMP1 NFkB – EBV LMP1-driven NF-kappaB luciferase reporter inhibitors, primary screen, cell-based, luminescence, single point. LMP1-induced NF-kappaB luciferase reporter cells. inhibition, % at 12.5 µM. 350,000 tested, 0.69% active; in the data active = inhibition above about 41%;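 also: 0% = neutral control wells and 100% = reference inhibitor control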
# SRC1 inh – SRC1 coactivator transcriptional activity inhibitors, primary screen, cell-based, luminescence. Nuclear receptor coactivator 1 (Homo sapiens), Q15788. HEK293 GAL4-SRC1 luciferase reporter. inhibition, % at 3.6 µM. 360,000 tested, 0.12% active;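 active = inhibition above the campaign mean plus 3 SD, with each screening campaign given its own cutoff, cut at about 60% in these data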;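 also: 0% = DMSO treated cells and 100% = gossypol at 36 µM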
# Target sequence (Q15788 whole entry, looked up, the tested form may be a part): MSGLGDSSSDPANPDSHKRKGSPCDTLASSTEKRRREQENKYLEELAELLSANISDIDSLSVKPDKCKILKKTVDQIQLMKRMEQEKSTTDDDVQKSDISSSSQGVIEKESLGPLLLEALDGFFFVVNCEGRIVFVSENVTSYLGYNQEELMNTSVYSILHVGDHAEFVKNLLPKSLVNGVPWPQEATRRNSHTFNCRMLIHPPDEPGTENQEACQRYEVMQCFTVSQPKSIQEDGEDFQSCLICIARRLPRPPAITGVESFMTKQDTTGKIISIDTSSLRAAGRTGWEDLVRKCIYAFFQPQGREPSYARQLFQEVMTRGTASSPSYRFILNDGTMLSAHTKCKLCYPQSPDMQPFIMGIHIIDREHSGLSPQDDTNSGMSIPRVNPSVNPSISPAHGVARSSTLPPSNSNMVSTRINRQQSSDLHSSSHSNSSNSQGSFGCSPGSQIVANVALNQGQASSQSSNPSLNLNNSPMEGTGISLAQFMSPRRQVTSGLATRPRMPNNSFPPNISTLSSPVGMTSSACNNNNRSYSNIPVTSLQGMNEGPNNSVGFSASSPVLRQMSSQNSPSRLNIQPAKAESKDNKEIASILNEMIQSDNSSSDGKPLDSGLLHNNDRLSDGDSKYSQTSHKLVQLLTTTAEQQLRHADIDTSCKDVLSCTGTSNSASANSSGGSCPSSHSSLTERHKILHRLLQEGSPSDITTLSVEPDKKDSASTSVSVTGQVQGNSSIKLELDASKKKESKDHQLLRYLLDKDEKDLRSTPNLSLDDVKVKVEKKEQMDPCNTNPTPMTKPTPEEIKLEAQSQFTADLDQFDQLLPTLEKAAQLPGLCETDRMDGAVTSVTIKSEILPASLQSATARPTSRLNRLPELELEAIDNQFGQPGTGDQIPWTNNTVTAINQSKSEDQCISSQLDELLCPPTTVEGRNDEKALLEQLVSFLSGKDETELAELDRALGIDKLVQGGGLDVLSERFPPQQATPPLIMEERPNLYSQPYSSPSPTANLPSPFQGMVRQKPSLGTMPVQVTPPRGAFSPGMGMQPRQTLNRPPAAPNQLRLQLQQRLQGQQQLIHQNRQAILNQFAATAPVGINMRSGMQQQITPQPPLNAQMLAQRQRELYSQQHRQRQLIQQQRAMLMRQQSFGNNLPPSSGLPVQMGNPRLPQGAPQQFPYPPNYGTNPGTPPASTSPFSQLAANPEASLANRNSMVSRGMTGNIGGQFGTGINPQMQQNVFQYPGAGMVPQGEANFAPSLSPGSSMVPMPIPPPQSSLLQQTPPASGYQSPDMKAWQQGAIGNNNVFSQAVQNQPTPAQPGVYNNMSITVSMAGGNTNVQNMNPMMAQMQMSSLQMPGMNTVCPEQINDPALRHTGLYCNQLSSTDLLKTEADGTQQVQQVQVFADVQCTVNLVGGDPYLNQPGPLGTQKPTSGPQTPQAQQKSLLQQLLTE
# TLR9-MyD88 block – inhibitors of TLR9-MyD88 association in cells, primary screen, cell-based, CHO, BLA complementation, fluorescence. 340,000 tested, 0.21% active. CCF4 FRET ratio. AID 504734, 2011. inhibition, % at 4.98 µM;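 active = inhibition above the mean over all tested compounds plus 3 SD, cut at about 21% in these data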;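 also: 0% = DMSO only wells and 100% = clavulanate BLA inhibitor control wells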
# LRH-1 inv ag – LRH-1 (NR5A2) inverse agonists, primary screen, cell-based, luminescence, HEK293T, StAR-luciferase reporter; Nuclear receptor subfamily 5 group A member 2 (Homo sapiens), O00482; LRH-1 transfected, 24 h; inhibition, % at 3.6 µM; 360,000 tested, 0.13% active;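 active = inhibition above the mean inhibition of all tested compounds plus 3 SD, cut at about 73% in these data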;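 also: 0% = DMSO wells and 100% = reporter-only cells lacking LRH-1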
# TROY NFkB inh – inhibitors of TROY-driven NF-kB signaling, primary screen, Q293 LMP1-TROYcd cells, NF-kB luciferase, uHTS. 360,000 tested, 0.98% active. AID 1347056, 2019. inhibition, % at 10 µM. Q293 LMP1-TROYcd NF-kB luciferase reporter, 4 h;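 active = compounds whose plate-normalised and pattern-corrected inhibition of the luciferase reporter signal at the single screening dose is 50% or more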
# SRC3 inh – SRC3 coactivator transcriptional activity inhibitors, primary screen, cell-based, luminescence | HEK293 GAL4-SRC3 luciferase reporter | inhibition, % at 3.6 µM | 360,000 tested, 0.17% active | Nuclear receptor coactivator 3 (Homo sapiens), Q9Y6Q9;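 active = inhibition above a per-campaign cutoff, the mean of all compounds plus 3 SD, cut at about 60% in these data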;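 also: 0% = DMSO-treated cells and 100% = gossypol-treated cells at 36 µM; higher means less SRC3-driven luciferase light from the GAL4 reporter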
# TWEAK Fn14 block – inhibitors of TWEAK-Fn14 signaling, primary screen, luciferase reporter cells, uHTS | TWEAK-stimulated Fn14 reporter cells, luciferase luminescence, 8 h | inhibition, % at 10 µM | 360,000 tested, 2% active | AID 1159606, 2016; in the data active = inhibition above about 50%
# TRAIL sens C8 – viability loss with TRAIL in NB7+C8 cells, primary screen, TRAIL sensitizer project, cell-based, ATPlite luminescence | inhibition (viability loss, TRAIL sensitization), % at 10 µM | 360,000 tested, 1% active | AID 624354, 2012;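 active = compounds causing at least 50% loss of cell viability in the single-dose screen, relative to plate controls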
# * hit, by the source's call; . = not tested or not shown. The list is partial. The share of hits here may be higher or lower than overall.
SMILES,NCOA2 inhibitor,COUP-TFII inh,NOD2 RIPK2 PPI,EBV LMP1 NFkB,SRC1 inh,TLR9-MyD88 block,LRH-1 inv ag,TROY NFkB inh,SRC3 inh,TWEAK Fn14 block,TRAIL sens C8
COc1ccc(S(=O)(=O)N2CCCCCC2)cc1NC(=O)Cc1ccc(OC)c(OC)c1,-3,21,-9,7,9,-11,-9,3,-32,6,-1
CCC1(C)Cc2nc(Cl)c(C#N)cc2CO1 (configuration not stated),-7,17,-5,8,8,-1,4,-25,8,0,-2
Cc1ccc2c(COC(=O)c3ccccc3Br)cc(=O)oc2c1,-48,6,-13,-52,-14,-4,-32,-28,-49,-41,1
Cc1c(C(=O)N2CCOCC2)sc2nc(-c3ccccc3)cn12,-37,-18,5,-8,-86,2,-78,-43,-62,-4,6
FC(F)(F)c1cccc(-n2cc(-c3ccccc3)[nH]c2=S)c1,-29,28,3,4,2,3,1,-2,-18,6,-1
O=C(Nc1ccccc1F)c1ccc(CSc2ncccn2)cc1,-61,-39,0,-18,-128,1,-73,-47,-98,-9,10
Cc1ccccc1CNC(=O)C(=O)NCCC1CCCCN1S(=O)(=O)c1ccccc1 (configuration not stated),-21,6,5,3,-9,-2,-1,-5,-10,-5,25
COc1cccc(C(=O)Nc2nc3ccc(S(C)(=O)=O)cc3s2)c1,-46,-29,-4,-13,-127,-6,-53,-14,-51,-26,30
Cc1onc(-c2ccccc2)c1C(=O)Nc1ccc(S(=O)(=O)NC(C)(C)C)cc1,0,-5,-3,5,-11,-15,-11,-9,15,-2,19
CCCCn1c(N)c(N(CCOC)C(=O)c2cccc(S(=O)(=O)N3CCCCCC3)c2)c(=O)[nH]c1=O,3,6,-8,-7,-2,-1,-6,5,-7,5,-15
COCCN(C(=O)COC(=O)/C=C/c1ccccc1Cl)c1c(N)n(Cc2ccccc2)c(=O)[nH]c1=O,3,-19,3,5,-84,8,-5,5,12,-5,12
O=C(CCCN1C(=O)/C(=C\c2ccccc2)SC1=S)Nc1ccc(O)cc1C(=O)O,23,17,-5,-2,0,-3,2,35,2,2,-5
COc1ccc(C(=O)c2c(NC(C)=O)sc3c2CCN(C(=O)OC(C)(C)C)C3)cc1,3,1,-5,9,10,.,10,-21,4,-6,-2
CC(=O)Nc1cccc(C(=O)N2CCC(n3nccc3NC(=O)CC(C)C)CC2)c1,-13,7,-5,5,5,-14,6,-8,8,22,-26
Cc1c(C2(O)CCCCC2)[nH]c2cc(C(F)(F)F)ccc12,-7,20,12,-3,-10,-8,-7,-11,0,25,12
O=C(Oc1ccc2c(=O)c(Oc3ccc4ccccc4c3)coc2c1)c1ccco1,-26,1,10,-2,-20,2,13,-2,16,-5,-9
O=C(COc1ccc(/C=N/NS(=O)(=O)c2ccccc2)cc1)Nc1ccc(F)cc1,-13,-11,2,3,6,10,-2,-2,-2,-5,-1
O=c1[nH]c2ccccc2nc1C(Nc1ccccc1)c1ccccc1 (configuration not stated),-12,0,11,-3,-11,0,-2,-8,-8,7,16
COc1ccc(NC(=O)CN2CCN(CC(=O)Nc3ccccc3Cl)CC2)cc1,-10,23,-5,3,-7,-9,40,-27,-22,8,-3
CN(CCN1CCOCC1)Cc1nc(-c2ccc3c(c2)OCO3)no1,-4,-14,4,-3,-6,3,5,-2,-3,0,2
OCC[C@H]1C[C@@H](O)[C@H](O)[C@]2(CCCCO2)O1,4,18,-2,7,9,-5,-2,4,5,-1,6
COc1ccc(S(=O)(=O)N(Cc2ccco2)Cc2cc3ccccc3[nH]c2=O)cc1,24,10,8,0,16,-10,1,18,-18,14,-3
Oc1c(Cl)cc(Cl)cc1C=Nc1cc(C(F)(F)F)ccc1N1CCc2ccccc2C1,-56,-62,0,-51,-151,-3,-116,33,-140,21,53*
COc1ccc(N2CCN(C(=O)CNC(=O)c3ccccc3Cl)CC2)cc1,-21,11,-6,-2,-6,-5,0,9,6,5,-7
Cc1ccc(-c2nn(-c3ccccc3)cc2CN(C)C(=O)CCC(=O)O)cc1C,-18,-8,5,-8,-73,4,-5,-27,12,-5,2
COCCNC(=S)N/N=C(\C)c1ccc(C)c([N+](=O)[O-])c1,-1,-9,-5,8,2,3,2,-6,8,-10,-4
CCOC(=O)C(C)Oc1ccccc1C1NC(=O)NC(C)=C1C(=O)Nc1ccc(C)c(C)c1 (configuration not stated),-22,8,1,3,11,-4,-9,-5,16,-42,5
Cc1cccc(S(=O)(=O)NCCc2ccccc2)c1,-17,-10,-7,3,-10,8,6,4,5,-5,-7
O=C(Cn1ccc(C(F)(F)F)n1)NNC(=O)c1cccnc1,12,-3,-4,-6,7,-12,9,28,3,-6,2
CCOc1ccc(C(=O)NCC(=O)NC(C)c2ccc(-n3ccnc3)cc2)cc1OCC (configuration not stated),-28,-6,-6,0,-20,4,-2,7,-1,1,4
COc1ccc(CN2C(=O)c3ccccc3C2c2nnnn2C(C)C)cc1OC (configuration not stated),-51,-2,-8,.,.,.,-6,-3,.,13,-1
NC(=O)c1sc2nc3c(c(-c4cccnc4)c2c1N)CCC3,-8,-2,-1,-11,10,-7,-1,-16,19,-6,8
Cc1cc(C)c(S(=O)(=O)c2ccccc2Cl)c(=O)[nH]1,-4,-10,-1,4,-16,-9,-6,-17,12,-2,7
COc1ccc(CCNC(=O)c2cnc(Cl)c(Cl)c2)cc1,-39,-16,-1,-10,-27,1,0,11,13,11,-6
C=CCn1c(C)cc(C(=O)CN2C(=O)NC3(CCCc4ccccc43)C2=O)c1C (configuration not stated),-30,0,6,-12,-14,-9,-10,-15,-17,-6,0
Cc1ccccc1C(=O)NNC(=O)CN1C(=O)c2ccccc2C1=O,-11,19,14,8,-8,0,-2,-22,22,-10,-2
CC(C)(C)c1ccc(C(=O)OCC(=O)Nc2sc3c(c2C#N)CCC3)cc1,-14,19,1,-6,5,-2,8,-11,10,-18,-4
COc1nc(OC)nc(N(C)CCO)n1,12,1,-4,7,-25,7,-10,10,10,5,-1
CN(C)CC1CCCCC1OC(=O)c1ccc(S(=O)(=O)N(C)c2ccccc2)cc1 (configuration not stated),-27,11,-1,-5,18,0,-7,2,10,6,-5
Cc1nc2ccc(NC(=O)C3CCN(S(=O)(=O)c4cccs4)CC3)cc2s1,-27,1,-4,-7,1,-4,-1,7,-1,-10,4

# Molecules listed so far with a COOH group:
SMILES,NCOA2 inhibitor,COUP-TFII inh,NOD2 RIPK2 PPI,EBV LMP1 NFkB,SRC1 inh,TLR9-MyD88 block,LRH-1 inv ag,TROY NFkB inh,SRC3 inh,TWEAK Fn14 block,TRAIL sens C8
O=C(CCCN1C(=O)/C(=C\c2ccccc2)SC1=S)Nc1ccc(O)cc1C(=O)O,23,17,-5,-2,0,-3,2,35,2,2,-5
Cc1ccc(-c2nn(-c3ccccc3)cc2CN(C)C(=O)CCC(=O)O)cc1C,-18,-8,5,-8,-73,4,-5,-27,12,-5,2

# Continuation.
SMILES,NCOA2 inhibitor,COUP-TFII inh,NOD2 RIPK2 PPI,EBV LMP1 NFkB,SRC1 inh,TLR9-MyD88 block,LRH-1 inv ag,TROY NFkB inh,SRC3 inh,TWEAK Fn14 block,TRAIL sens C8
CCOc1ccc2c(c1)C(N(CCN1CCOCC1)C(=O)Nc1ccccc1)CC(C)(C)O2 (configuration not stated),-28,5,9,-7,3,3,-8,9,4,6,-9
O=C(COc1ccc(Cl)cc1Cl)Nc1ccccn1,82*,89*,6,64*,63*,-6,51,89*,59,108*,94*
COCCNC(=O)CN(Cc1ccccc1)C(=O)CCC(=O)Nc1nccs1,-12,-21,1,7,1,-5,-1,14,3,-1,-7
COc1cc2c(cc1NC(=O)c1ccccc1-c1ccccc1C(=O)O)-c1ccccc1C2,-5,2,-14,-3,-6,3,0,0,-11,18,-10
Cc1nc(N2CCOCC2)nc(N2CCCC2)c1[N+](=O)[O-],14,-5,-4,-4,2,-5,11,-6,19,1,5
Cc1ccccc1NC(=O)N1CCC(NC(=O)C2CCCCC2)CC1,9,-18,2,4,10,-10,-5,2,-5,2,-2
Cc1ccc(-c2nn3c(-c4ccco4)nnc3c3ccccc23)cc1S(=O)(=O)NCC1CCCO1 (configuration not stated),-1,15,-7,-6,-2,-2,-2,0,-8,19,6
CCOC(=O)c1c(NC(=O)CN2CCN(C(=O)C3CCCO3)CC2)sc(C)c1C (configuration not stated),17,1,-2,1,4,-7,-8,17,-9,-22,3
CCN(CC)S(=O)(=O)c1ccc(N/N=C/c2cc(OC)c(OC)cc2OC)nc1,19,0,9,-2,-1,-13,-3,-3,1,-6,14
Cc1cc2nc(SCCOC(=O)Nc3ccc(Cl)cc3)nc(C)c2cc1C,-14,8,-8,13,-10,4,-7,33,22,15,-14
O=C(CCNC(=O)N1CC(=O)Nc2ccccc21)Nc1ccc(Br)cc1F,-9,-3,7,-8,-8,0,0,-1,12,6,-4
Cc1nc2c(C(=O)NCc3ccco3)cnn2c(C)c1Cc1ccc(F)cc1Cl,7,-8,5,-6,8,-7,4,37,9,3,1
C[C@H](NC(=O)c1[nH]cnc1C(=O)Nc1ccccc1)C(=O)OC(C)(C)C,7,-7,-4,4,8,-5,13,-7,5,28,26
CCc1noc(C)c1C(=O)OCC(=O)c1ccc(NC(C)=O)cc1F,20,9,-1,8,-1,-3,-13,-3,-11,-16,6
CC(C)(C)c1ccc(C(=O)c2c[nH]c(C(=O)NCCc3ccccn3)c2)cc1,4,-6,1,1,-1,-5,-2,-13,2,-7,-2
CCOc1ccc(/C=C2\SC(=S)N(CC(=O)N(CCO)C(C)(C)C)C2=O)cc1,-1,-4,4,-3,0,-4,7,9,-2,10,7
CCOC(=O)Cc1csc(NC(=O)CCN2C(=O)c3ccccc3C2=O)n1,-13,-4,-6,3,6,1,9,3,12,14,10
O=C(C1CCCN1S(=O)(=O)c1cccc2nsnc12)N1CCCCC1 (configuration not stated),5,16,4,0,10,10,-13,4,-13,15,-22
COC(=O)CN1C(=O)Nc2ccc(Br)cc2C1c1ccccc1 (configuration not stated),-23,-12,0,-5,18,10,-1,-11,26,13,-8
CCCCc1ccc(NC(=O)Nc2cc(C)nn2C)cc1,.,.,0,-4,25,7,32,0,12,0,-14
COc1ccc(-c2cc(=O)oc3cc(OCC(=O)Nc4ccc(CCO)cc4)ccc23)cc1,2,0,2,21,2,-8,22,7,-2,3,5
O=C1c2ccccc2NC(c2ccc(Cl)cc2Cl)N1Cc1ccccc1 (configuration not stated),17,18,-1,7,-34,-6,14,-20,2,-16,9
COc1ccc(CN2C[C@@H](CO)O[C@@H](n3cnc4c(N5CCOCC5)ncnc43)C2)cc1,-36,-2,2,.,8,.,-3,6,-20,11,6

# Bioassay records: PubChem BioAssay, several laboratories
